From PubChem
HCMV antiviral – human cytomegalovirus inhibition. HFF cells, HCMV-luciferase reporter, 72 h; hits give low values. activity change, negative = inhibition, % at 57.5 µM. 410,000 compounds, 4.5% hits; in the data active means activity change below about -60%; inconclusive means no clear call, values can overlap the other calls; inactive means above about -39%
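After 16 h attachment at 37C, HFF cells received test compound and HCMV-luciferase (1 PFU/cell); reporter luminescence read 72 h later, data normalized against buffer-only and known inhibitor Salinomycin.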
AmpC no deterg – blocks E. coli AmpC beta-lactamase in detergent-free assay | Potency, µM (titrated, usually from 57.1 µM), inactives show at the top dose activity change, negative = inhibition, most hits filed as inhibitors | AID 485341 | 330,000 compounds, 0.52% hits | AmpC nitrocefin hydrolysis, absorbance 480 nm, 0.0001% Triton;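 further: potency means the concentration at half of the fitted maximal effect; plate controls were no compound for no effect and no enzyme for full effect; nearly all actives have a fitted effect of over 20% in size; some results filed as inactive show a strong effect at the top dose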
Target sequence (P00811 whole entry, looked up): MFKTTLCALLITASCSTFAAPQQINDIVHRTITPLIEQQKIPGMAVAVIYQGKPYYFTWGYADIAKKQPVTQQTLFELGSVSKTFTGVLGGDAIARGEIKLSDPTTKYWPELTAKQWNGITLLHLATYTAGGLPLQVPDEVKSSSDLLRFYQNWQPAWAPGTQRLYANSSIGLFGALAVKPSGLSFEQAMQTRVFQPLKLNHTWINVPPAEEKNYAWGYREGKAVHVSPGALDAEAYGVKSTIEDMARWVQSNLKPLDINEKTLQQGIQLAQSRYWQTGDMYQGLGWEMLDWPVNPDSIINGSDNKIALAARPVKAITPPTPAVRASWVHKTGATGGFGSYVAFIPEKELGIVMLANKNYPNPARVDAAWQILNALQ
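20 mM phosphate pH 7.0 + 0.01% (detergent screen) or 0.0001% Triton X-100; 5.3 nM AmpC reagent; cpd preinc 15 min RT; nitrocefin (800 uM stock) to start; A480 q20 s × 4 min; Activity was normalised to no-enzyme and no-compound control wells.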
Tb PYK inh – inhibitors of Trypanosoma brucei pyruvate kinase. Potency, µM (series often up to 76.8 µM), for the others: at the top dose activity, negative = inhibition, usual class: inhibitors. TbPYK enzyme, Kinase-Glo Plus ATP luminescence, 45 min. AID 624173. 410,000 compounds, 0.12% hits. Q57TT1; further: potency means the concentration at half of the fitted maximal effect; nearly all actives have a fitted effect of over 50% in size
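Quantitative HTS: titrated library compounds versus trypanosomal pyruvate kinase in TEA buffer (pH 7.2) containing KCl, MgCl2, BSA and Tween-20. Reactions were initiated with ADP, 130 uM final. Kinase-Glo Plus luminescence was read after 45 min at RT.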
HCV inh – blocks hepatitis C virus; Huh7.5.1 HCVcc-Cre infection, luciferase reporter, 44 h; 340,000 compounds, 3.4% hits; AID 651820; Potency, µM (series often up to 41.8 µM), for inactives: at the top dose activity change, negative = inhibition, hits mostly inhibitors; further: potency means the concentration at half of the fitted maximal effect
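Luciferase read-out (15 sec integration) after a 15 min room-temperature substrate step quantifies HCVcc-Cre infection. Cells, 1,000 per well, had compound added 4 h post-plating, then virus at ~0.5 moi, and were cultured 44 h.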
LmPK inh – inhibitors of Leishmania mexicana pyruvate kinase. Q27686. purified LmPK, Kinase-Glo ATP luminescence, 1 h. Potency, µM (series often up to 57.5 µM), for the others: top-dose activity change, negative = inhibition, hits mostly inhibitors. 290,000 compounds, 0.37% hits; further: potency means the concentration at half of the fitted maximal effect
Target sequence (Q27686 whole entry, looked up): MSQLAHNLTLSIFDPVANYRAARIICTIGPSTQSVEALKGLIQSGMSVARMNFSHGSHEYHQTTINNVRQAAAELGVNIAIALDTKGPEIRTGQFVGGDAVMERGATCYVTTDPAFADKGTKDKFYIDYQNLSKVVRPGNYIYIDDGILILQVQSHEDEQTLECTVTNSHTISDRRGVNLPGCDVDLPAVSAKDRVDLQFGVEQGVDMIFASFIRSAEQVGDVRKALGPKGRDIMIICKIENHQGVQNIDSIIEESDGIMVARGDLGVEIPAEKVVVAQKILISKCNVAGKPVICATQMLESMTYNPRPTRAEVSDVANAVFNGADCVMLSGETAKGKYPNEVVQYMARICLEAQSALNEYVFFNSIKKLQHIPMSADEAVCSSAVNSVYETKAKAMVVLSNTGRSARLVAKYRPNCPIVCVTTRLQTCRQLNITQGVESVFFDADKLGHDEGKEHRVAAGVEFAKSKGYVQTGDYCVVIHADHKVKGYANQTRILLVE
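Purified LmPK (0.1 nM) converted ADP (0.1 mM) to ATP with PEP (0.5 mM) in imidazole buffer pH 7.2 with KCl and MgCl2, 1 h at room temperature. ATP was read by Kinase-Glo luminescence; data normalized to uninhibited and no-enzyme controls.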
AMA1-RON2 inh – AMA1-RON2 (P. falciparum) interaction inhibition; AlphaScreen AMA1-biotinylated RON2 peptide binding; Potency, µM (top dose mostly 58.2 µM), for inactives: at the highest dose activity change, negative = inhibition, actives largely listed as inhibitors; 360,000 compounds, 0.2% hits; AID 720542;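 further: potency means the concentration at half of the fitted maximal effect; 0% = vehicle wells and -100% = peptide control; nearly all actives have a fitted effect of over 45% in size; some results filed as inactive show a strong effect at the top dose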
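AMA1 (3D7) with his tag at 25 nM final met compounds first, then biotinylated RON2 peptide at 25 nM; detection used donor plus acceptor beads, 10 µg/mL apiece, read by AlphaScreen after 30 min at room temperature.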
AmpC detergent – blocks E. coli AmpC beta-lactamase in detergent assay; 370,000 compounds, 0.041% hits; Potency, µM (doses to about 114 µM), for inactives: at the highest dose activity change, negative = inhibition, actives largely listed as inhibitors; AmpC hydrolysis of nitrocefin, absorbance 480 nm, 0.01% Triton; AID 485294;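 further: potency means the concentration at half of the fitted maximal effect; 0% = no-compound wells and -100% = no-enzyme wells; nearly all actives have a fitted effect of over 25% in size; some results filed as inactive show a strong effect at the top dose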
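AmpC (5.3 nM in the dispensed reagent) in 20 mM phosphate pH 7.0 with 0.01% (detergent screen) or 0.0001% Triton X-100 was preincubated with compounds for 15 min at room temperature. Nitrocefin was then added from an 800 uM solution, and hydrolysis was followed at 480 nm.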
An asterisk follows results filed as active; ? = inconclusive; nt = not tested or not shown; [ ] = another dose, or the depositor's remark. Unless noted, the call rests on the fitted dose curve; in most records, active means well fitted curve in the direction sought with a large enough effect; inconclusive means small, poorly fitted or top-dose-only effect, or another doubt; inactive means no such curve, though single readings can be large; an effect the other way counts as inactive or inconclusive. Unless noted, on the % scale 0 is the no-effect control and ±100 the full control effect. An unsorted share of the library; 7.5% or so of the library scored in one or more.

SMILES	HCMV antiviral	AmpC no deterg	Tb PYK inh	HCV inh	LmPK inh	AMA1-RON2 inh	AmpC detergent
CCCn1c(SCC(=O)Nc2cccc(C)n2)nc2c1c(=O)n(C)c(=O)n2C	-1	-14%	2%	?	5%	10%	-7%
Cn1nc(-c2ccccc2)c(-c2nc(-c3ccccc3Cl)no2)c1Cl	-6	-19%	-2%	?	-1%	9%	1%
Cc1ccccc1Cn1cc(S(=O)(=O)CC(=O)N2CCCCC2)c2ccccc21	nt	-9%	2%	13%	5%	4%	-1%
CCCn1nnnc1NC(=O)COc1ccc(Br)cc1	-23	-22%	-4%	6%	2%	25%	-3%
O=C(COC(=O)c1cnccn1)NCc1ccccc1	9	-20%	5%	9%	0%	-7%	-7%
Cc1cccn2c(=O)c3cc(C(=O)NC4CCCC4)n(C)c3nc12	-20	-7%	-10%	-28%	-3%	0%	1%
COC(=O)CNC(=O)c1cn(CCC#N)nc1-c1ccc(F)cc1	18	-15%	2%	19%	-2%	23%	0%
O=C(c1cccc(S(=O)(=O)N2CCOCC2)c1)N(Cc1nnc(-c2ccccc2Cl)o1)C1CC1	-16	165%[activator]	5%	2%	nt	2%	-10%
Nc1cc(Cl)nnc1Cl	-28	-16%	1%	-6%	-2%	9%	?
COc1ccc(-c2nn(-c3ccccc3)cc2C(=O)N/N=C/c2ccc([N+](=O)[O-])o2)cc1	?	-24%	-5%	-22%	2%	0%	-7%
COc1cc(N(C(C)=O)c2ccc(O)c(C(=O)O)c2)c2ncccc2c1	35	nt	-2%	nt	nt	-16%	nt
CC(C)CC1NC(=S)N(Cc2ccccc2)C1=O (stereo not drawn)	-100*	-2%	-3%	?	-1%	57%[activator]	-6%
Cc1cccc(N2CCN(Cc3nc(-c4cccc(Cl)c4)oc3C)CC2)n1	0	209%[activator]	2%	?	0%	-24%	-5%
CCN1CCN(C(=S)NC(=O)c2cccc(Br)c2)CC1	-24	-23%	-20%	6%	nt	13%	nt
CC1(C)CC(=O)CC(=Nc2ccc(C(=O)O)cc2)C1	-18	-5%	-4%	16%	-7%	6%	-2%
CCOC(=O)c1ccc(N2C(=O)Cc3cc(OCC)c(OCC)cc3C2c2ccccc2)cc1 (stereo not drawn)	-3	nt	1%	nt	nt	nt	7%
O=C(c1ccco1)N1CCN(Cc2nc3ccc([N+](=O)[O-])cc3c(=O)n2-c2ccccc2F)CC1	28	16%	-2%	?	5%	4%	-18%
CCOc1cc(C(c2c(C)[nH][nH]c2=O)c2c(C)[nH][nH]c2=O)ccc1O	-29	-5%	-8%	15%	-6%	-5%	-11%
CCOC(=O)[C@H](CCc1ccccc1)N[C@H]1CCc2ccccc2N(CC(=O)O)C1=O	?	nt	1%	11%	nt	-13%	nt
FC(F)(F)c1cc(CCN2C(=S)NC[C@@H]2Cc2ccccc2)cc(C(F)(F)F)c1	-23	-6%	-1%	-3%	0%	4%	-2%
Cc1nc2c(OCc3ccc(C(F)(F)F)cc3)cccn2c1N(C)C(=O)CCC1CCCC1	-10	nt	7%	nt	nt	0%	nt
Cc1ccc(NC(=O)c2cc(S(=O)(=O)N3CCCCC3)c[nH]2)cc1C	16	7.1µM*	-2%	-6%	-1%	0%	?
CN(C)c1ccc(/C=C(/NC(=O)c2ccccc2Cl)C(=O)NCCN2CCOCC2)cc1	0	14%	-1%	2%	1%	5%	1%
O=C(c1ccc2c(c1)OCO2)N1CCCC(c2ccccc2)C1 (stereo not drawn)	21	-2%	8%	8%	2%	-11%	?
Cc1ccc(N(C(=O)C2CCC(=O)N2)C2(C(=O)NC3CCCC3)CCCCC2)cc1 (stereo not drawn)	20	28%	4%	6%	2%	-3%	1%
OC(COc1ccc2c(c1)OCO2)CN1CCCCC1 (stereo not drawn)	-26	-12%	-2%	8%	-6%	-2%	3%
C=CCc1ccc(OCCN2CCc3ccccc3C2)c(OC)c1	-35	56%	-4%	-8%	-2%	?	2%
Cc1cc2ccccc2cc1CN1CCOCC1	-3	-4%	-4%	-4%	3%	-4%	?
COc1ccc(/C=C/C(=O)Nc2nonc2NC(C)=O)cc1	41	-28%	-4%	?	1%	-11%	5%
O=C1CCCN1CC(O)CS(=O)(=O)c1ccccc1 (stereo not drawn)	-6	-11%	-2%	19%	1%	?	?
N=C1/C(=C\c2ccc(-c3cc(Cl)cc(Cl)c3)o2)C(=O)N=C2SC=C(c3ccccc3)N12	17	-25%	7%	-5%	2%	16%	4%
COc1cc2c3c(c1)C(C)=CC(C)(C)N3C(=O)C2=O	-85*	-23%	-5%	-10%	3%	?	-1%
O=C(NC1CCCCNC1=O)c1ccccc1 (stereo not drawn)	13	-8%	0%	11%	0%	-9%	-3%
COc1cc(/C=N/NC(=O)c2sc3nc(C)cc(C)c3c2N)ccc1O	-19	-40%	-9%	-28%	-2%	11%	0%
CCCCC1=CC2=CC(=O)C(C)(OC(=O)CC)C(=O)C2=CN1Cc1ccc(OC)cc1 (stereo not drawn)	20	116%[activator]	2%	-18%	0%[11.5 µM]	-2%	-1%
Cc1cccc(NC(=O)C(=O)NCCc2csc(-c3ccc(F)cc3)n2)c1C	-3	nt	-3%	nt	nt	nt	25%
COc1ccc(N2CC(NC(=O)c3cc4ccccc4o3)CC2=O)cc1 (stereo not drawn)	0	nt	0%	nt	nt	nt	-1%
CC(C)NC(=S)N=Nc1c(O)[nH]c2ccc([N+](=O)[O-])cc12	?	-32%	-2%	1.1µM*	-5%	76%[activator]	10%
O=C(CN1CCOCC1)Nc1ccc(N2CCN(c3ccccc3)CC2)c(F)c1	-2	0%	12%	4%	-6%	-9%	?
O=C1CSC(c2ccccn2)N1c1ccc2ccccc2c1 (stereo not drawn)	?	-8%	nt	?	-3%	-13%	-14%
CN(Cc1ccccc1)c1nc(-c2ccc([N+](=O)[O-])cc2)nc2ccccc12	-40	-22%	3%	-2%	-1%	-2%	10%
Cc1cc(C)c(OCCCn2ccnc2)c(C)c1	-3	-2%	-10%	-7%	3%	-1%	?
CCC(C)NC(=O)c1ccc2c(SCC(=O)O)c3c(nc2c1)CCCC3 (stereo not drawn)	48	-18%	-5%	15%	3%	11%	?
COc1ccc(OCCSc2nnc(Cc3cccc4ccccc34)n2N)cc1	8	30%	-10%	3%	6%	-17%	3%
O=C(Cc1ccc(S(=O)(=O)N2CCOCC2)s1)NCCC(c1ccccc1)c1ccccc1	36	28%	-13%	?	1%	-13%	2%
COCCCn1c(=O)c2ccccc2n(CC(=O)NCCC2=CCCCC2)c1=O	-26	24%	2%	14%	-12%	-1%	-12%
O=C(O)c1ccc(/C=N/NC(=O)c2ccc3c(c2)OCCO3)cc1	19	-33%	0%	14%	-3%	0%	3%
O=C1CC(c2ccccc2)Cc2[nH]c(=O)c(C(=O)Nc3ccc(OC(F)(F)F)cc3)cc21 (stereo not drawn)	10	nt	3%	nt	nt	nt	15%
CC(=O)c1ccc(N2CCN(C(=O)c3cc4c(-c5ccccc5F)nn(C)c4s3)CC2)cc1	-13	124%[activator]	5%	14µM*	12%	-8%	?
CCCS(=O)(=O)N1CCN(CCCc2ccccc2)CC1	-4	-7%	13%	-14%	-2%	-3%	?
Following part:
SMILES	HCMV antiviral	AmpC no deterg	Tb PYK inh	HCV inh	LmPK inh	AMA1-RON2 inh	AmpC detergent
COC(=O)[C@@]1(Cc2ccc(OC)cc2)[C@H]2c3cc(C(=O)N4CCCC4)n(CCN4CCOCC4)c3C[C@H]2CN1C(=O)c1ccccc1	-16	nt	1%	nt	nt	81%[activator]	nt
CN(C(=O)COc1ccccc1C(=O)NCCOc1ccccc1)c1ccccc1	-93*	36%	1%	8.9µM*	0%	7%	-17%
O=S(=O)(N1CCCCC1)N1CCN(c2ccc(F)cc2)CC1	-5	-14%	-7%	1%	2%	-5%	0%
CCCOc1cccc(NC(=O)c2cc(C)oc2C)c1	?	-19%	0%	10µM*	0%	14%	-9%
CNS(=O)(=O)c1cn(CC(=O)N2CCN(c3ccc(C)cc3C)CC2)cc1S(=O)(=O)NC	0	nt	1%[15.4 µM]	nt	nt	nt	27%
Cc1ccc2cc(CCNC(=O)c3cccc([N+](=O)[O-])c3)c(=O)[nH]c2c1	-19	-16%	6%	?	5%	-1%	-4%
O=C(COC(=O)c1ccc(S(=O)(=O)N2CCCC2)cc1)Nc1cccc(Br)c1	28	-12%	5%	16%	nt	9%	4%
CCC1(c2ccccc2)NC(=O)N(CC(=O)NCCN2C(=O)S/C(=C\c3cccnc3)C2=O)C1=O (stereo not drawn)	-39	5%	-3%	-8%	nt	1%	-25%
NS(=O)(=O)c1ccc(CCNC(=O)c2cc(-c3ccccc3)nc3ccccc23)cc1	-14	-42%	5%	-3%	0%	0%[2.32 µM]	-8%
CC(=O)Oc1ccc(N2C(=O)C3C(C2=O)C2C=CC3C23CC3)cc1[N+](=O)[O-] (stereo not drawn)	20	-12%	-5%	22%	-1%	-10%	1%
COc1ccc(-n2ncc3c2CC(C)(C)CC3NC(=O)CCn2nc(C)cc2C)cc1 (stereo not drawn)	-35	189%[activator]	8%	?	-5%	18%	4%
CCc1cccc(C)c1N1C(=O)CC(C)(C)CC1=O	17	-4%	0%	-13%	-1%	-5%	-3%
CCOC(=O)C(O)(c1ccc(N(C)C(=O)c2ccc(Cl)c(Cl)c2)cc1)C(F)(F)F (stereo not drawn)	-7	4%	-8%	-19%	-4%	0%	-7%
CN1CCN(c2nc([N+](=O)[O-])nn2C)CC1	?	-10%	4%	30%	2%	1%	3%
